Bioassay records: PubChem, several laboratories
b-catenin transl = beta-catenin nuclear translocation modulation; nuclear translocation activity, % at 5 µM; 0.3% of 190,000 active; HeLa beta-catenin nuclear translocation, immunofluorescence imaging;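 active = nuclear translocation activity above 50% at 5 µM, with a well cell count of 50 or more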;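 note: per-cell ratio of nuclear to cytoplasmic median beta-catenin stain intensity; plate controls were DMSO negative control for no effect and GSK-3 inhibitor IX positive control for full effect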
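Technique: fluorescence imaging of beta-catenin antibody stain plus DAPI / Material: human HeLa cell line / Incubation: compound treatment 24 h, 37°C, 5% CO2 / Read-out basis: % activation of per-cell nuclear versus cytoplasmic median beta-catenin signal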
Autophagy mod = alters autophagy in cells. MEF GFP-LC3 puncta imaging; test concentration mostly 10 µM. calls only at 10 µM (by protocol). 0.98% of 190,000 active. AID 463193;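 active = percentage of spot-positive cells more than 3 SD above its plate mean, without a fluorescence outlier flag or 80% toxicity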;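 note: spot-positive cell cutoff set from DMSO-treated cells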
Ins promoter up = MIN6 insulin promoter up-regulation. MIN6 insulin promoter-GFP reporter, high-content imaging; active compounds read high. z-score at 5 µM. 0.3% of 190,000 active;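 active = z-score above 3 at 5 µM with at least 500 cells counted in the well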
ER stress rescue = rescue of cells from ER stress-induced death, primary screen, 384-well, CSM14.1, thapsigargin, ATP luminescence (AID 1222) | 190,000 tested, under 10 active | CSM14.1 thapsigargin-induced death rescue, ATP luminescence; higher % means a stronger effect | cellular ATP content (survival), % at 20 µM; hits with a dose series show EC50 in µM;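 active = EC50 below 50 µM in the dose-response confirmation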;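 note: death triggered by thapsigargin at about 15 µM added after 2 h compound pretreatment; cell ATP read after overnight thapsigargin exposure of roughly 18 to 22 hours; normalized against plate controls of thapsigargin alone and 5% DMSO vehicle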
WT yeast gro inh = growth inhibition of WT yeast, mitochondrial fusion screen; mitochondrial fusion phenotypic screen, WT strain; inhibition, % at 10 µM; 2.1% of 190,000 active; in the data active = inhibition above about 58%; tested in S. cerevisiae
XIAP antagonists = XIAP antagonists, biochemical, IAP family, fluorescence polarization (AID 1018). 0.007% of 200,000 active. displacement, % at 20 µM; hits with a dose series show IC50 in µM. XIAP BIR domain, fluorescence polarization peptide displacement; higher % means a stronger effect; in the data active = displacement above about 50%; note: a part of the inactive calls stands beside numbers as strong as those of hits
MT stabilizer = microtubule stabilizers in HeLa cells; HeLa tubulin immunostaining HCS, 24 h; share of cells brighter than vehicle mean+2SD; % tubulin-high responders, % at 10 µM; 0.83% of 200,000 active; AID 2205;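 active = plate Z-score above 3 for both tubulin-high and condensed-nucleus cell shares, with cell loss under 80%, at 10 µM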;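 note: anti alpha tubulin signal scored within the nucleus-defined area of each cell; some results filed as inactive read as strong as hits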
Dynein cargo inh = dynein cargo transport inhibition | 3617.4 mouse cells, GR-EGFP nuclear translocation imaging; test concentration mostly 20 µM; stimulated with dexamethasone, 1 µM; active compounds read low | z-score, hits read low | 0.47% of 220,000 active | AID 1381;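 active = plate z-score of nuclear minus cytoplasmic receptor signal below a set negative limit, without overly bright fluorescence or cell loss, cut at about -3.5 in these data, passing the limit was not always enough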;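 note: z-score of nuclear minus cytoplasmic ring GR-EGFP intensity difference per well; some compounds called inactive have numbers as strong as hits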
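medium = tetracycline-free induction medium containing charcoal-stripped FBS | also added = 1.0 µM final dexamethasone stimulus | schedule = 48 h induction, 1 h compound, 30 min dex at 37 °C | technique = fixed, Hoechst-stained cells imaged at 10x for EGFP | measure = GR-EGFP nuclear translocation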
Hep lipid drop = hepatic lipid droplet formation modulation; AML12 mouse hepatocytes, oleate lipid droplets, BODIPY imaging; inhibition, % at 6.5 µM; 0.4% of 240,000 active;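 active = lipid droplet intensity inhibited by at least 50%, with more than 500 cells counted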
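Material – AML12 mouse liver cells · Also added – oleate loading, 100 µM · Compound dosing – 6.5 µM single-point dosing · Times – overnight treatment with compound plus oleate · Measured by – fluorescence imaging, 20x objective, two fields per well · Read-out – percent inhibition of filter-corrected integrated lipid droplet intensity per well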
WT yeast gro inh mutant strain = further read-out of WT yeast gro inh, marked with its call; inhibition, %; mitochondrial fusion phenotypic screen, mutant strain inhibition
Dynein cargo inh cytoplasmic EGFP = further read-out of Dynein cargo inh, marked with its call; z-score; measured here: cytoplasmic GR-EGFP intensity; active compounds read high
Dynein cargo inh nuclear GR-EGFP = recorded beside Dynein cargo inh, whose call it bears; z-score; measured here: nuclear GR-EGFP intensity;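 lower value marks the stronger effect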
Dynein cargo inh cell count = also measured in Dynein cargo inh; calls as there; z-score; measured here: cell count per field
Ins promoter up cell count = further read-out of Ins promoter up, marked with its call; cell count; measured here: cytotoxicity, nuclei count;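 total cells summed across four imaged fields per well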
Hep lipid drop cells 6.5 µM = second read-out of Hep lipid drop, no call of its own (marks repeat the call); cell count; measured here: cell count, cytotoxicity flag;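 cells counted across two imaged fields per well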
b-catenin transl cell count 5 µM = recorded beside b-catenin transl, whose call it bears; cell count; measured here: cell count, cytotoxicity flag
MT stabilizer Hoechst-high % = second read-out of MT stabilizer, no call of its own (marks repeat the call); % Hoechst-high responders; measured here: nuclear condensation Hoechst responders;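 share of cells brighter than vehicle mean plus two SD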
MT stabilizer cytotoxicity % = further read-out of MT stabilizer, marked with its call; toxicity, %; measured here: cytotoxicity by cell density;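 0% = mean cell density of plate MIN control wells and 100% = no cells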
Autophagy mod cell loss 18 h = further read-out of Autophagy mod, marked with its call; toxicity, %; measured here: cell loss, nuclei count;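 cell loss after 18 h compound exposure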
The depositor's hits bear a star; i = inactive; . = not tested or not shown; + = active, no number.

SMILES	b-catenin transl	b-catenin transl cell count 5 µM	Autophagy mod	Autophagy mod cell loss 18 h	Ins promoter up	Ins promoter up cell count	ER stress rescue	WT yeast gro inh	WT yeast gro inh mutant strain	XIAP antagonists	MT stabilizer	MT stabilizer Hoechst-high %	MT stabilizer cytotoxicity %	Dynein cargo inh	Dynein cargo inh cytoplasmic EGFP	Dynein cargo inh nuclear GR-EGFP	Dynein cargo inh cell count	Hep lipid drop	Hep lipid drop cells 6.5 µM
CCC(Sc1nc(=O)cc(N)n1CCc1ccccc1)C(=O)Nc1ccccc1C#N (stereo not drawn)	.	.	i	-7	.	.	-2.7%	-6	-3	1.0%	1.2	1.3	5.3	0.39	-0.14	0.66	-1.2	.	.
Cc1ccsc1C(=O)Nc1n[nH]c(C(F)(F)F)n1	0.7	1327	.	.	-0.04	1182	.	.	.	.	.	.	.	0.033	0.026	-0.036	-0.26	-4	628
N/C(=N\S(=O)(=O)c1ccc(Cl)s1)c1ccccc1	-6.7	947	i	7	-0.6	1113	6.0%	3	6	-3.3%	5.6	1.6	1.9	-0.91	-0.21	-0.23	0.49	.	.
N#CCCN1CCN(Cc2cc(-c3ccccc3)ccc2O)CC1	-1.8	883	i	12	0.76	1105	-1.1%	-4	-9	-23%	4.8	2.0	3.4	0.85	-0.31	0.46	-0.13	.	.
COc1ccc(NC(=S)N2CCCCC2c2cccnc2)cc1 (stereo not drawn)	1.7	1293	.	.	-0.38	1024	.	.	.	.	.	.	.	2	-0.12	2	-2.5	-2	733
CCOC(=O)c1c(-c2cccs2)csc1NC(=O)CCCC(=O)O	-1.5	1393	i	19	-1	1539	3.8%	8	-4	-2.3%	5.1	2.2	0.3	0.25	-0.33	-0.32	0.54	.	.
NC(=O)CSc1nnc(-c2ccccn2)n1Cc1ccco1	0.5	1336	.	.	-0.1	1024	.	.	.	.	.	.	.	0.2	-0.26	0.049	0.37	0	764
CCN(CC)S(=O)(=O)c1ccc(S(=O)(=O)Nc2cc3c(cc2C(C)=O)OCO3)cc1	-3.4	1161	i	1	0.91	1233	-0.2%	-6	-2	-3.8%	2.2	2.7	1.8	-0.17	-0.17	0.15	-0.77	.	.
O=c1c2c3c(sc2ncn1/N=C/c1ccc(Br)o1)CCCC3	-1.9	1444	i	-6	1.9	1360	-1.8%	13	13	-5.3%	7.4	7.3	3.7	-0.24	-0.16	-0.023	0.78	.	.
CC1CCN(c2ccccc2NC(=S)NC(=O)C(C)(C)C)CC1	2.3	883	i	23	-1.5	1610	-2.7%	78*	29*	-5.0%	2.6	1.5	8.8	0.68	-0.25	0.75	-0.4	3	665
CCCCCCC(C)NC(=S)Nc1cc(S(=O)(=O)N(C)C)ccc1C (stereo not drawn)	-1.5	523	i	-22	0.84	1221	-0.5%	-4	-3	-8.7%	3.5	1.8	4.6	0.12	-0.29	-0.28	0.35	-24	668
O=C(Cn1cnc([N+](=O)[O-])n1)NCCO	-2.8	1187	i	-4	-0.23	1377	0.2%	-14	-1	-4.2%	2.9	1.7	11	-0.13	-0.22	0.25	0.23	-5	681
COC(=O)c1ccc(NC(=S)NNC(=O)c2ccccc2)cc1	-0.7	1055	i	-8	-0.25	1466	-1.6%	-8	-10	-3.4%	1.2	1.7	12	-0.94	-0.28	-0.33	0.5	0	709
CN(C)C(=O)Cn1nc(-c2ccccc2)c2ccccc2c1=O	1.8	876	i	1	0.31	1248	-0.3%	-3	-3	-5.0%	3.8	1.8	6.8	0.82	-0.12	0.21	-1.7	14	727
CC1(C)CC(=O)C(C=NCCN2CCN(CC(=O)Nc3ccc(F)cc3)CC2)=C(O)C1	1.9	1297	.	.	0.46	1002	.	.	.	.	.	.	.	0.5	-0.23	0.83	0.25	-13	696
Cc1ccc(OCC(O)CN2CC3(C)CC2CC(C)(C)C3)cc1 (stereo not drawn)	-1.1	1119	i	-2	-0.05	1542	-2.1%	-13	-10	0.2%	1.9	2.1	9.7	-0.46	-0.24	-0.38	0.83	-3	621
O=C(COc1ccc(Cl)cc1)Nc1nc(-c2cccs2)cs1	-1.9	1214	i	1	-0.16	1183	-1.4%	55	44	-6.3%	1.6	2.6	6.4	0.34	-0.21	0.29	0.67	7	722
CCOC(=O)C1C(=O)NC(N2CCCCC2)=NC1c1ccccc1 (stereo not drawn)	0.9	1068	i	11	-0.26	1216	1.1%	17	19	2.9%	6.3	1.7	5.3	-0.46	-0.19	0.14	0.29	2	735
C=CCN(c1ccc(C(=O)N2CCCC2)cc1)S(C)(=O)=O	-1.0	1046	i	-2	0.95	1594	1.0%	16	2	-15%	1.9	2.1	7.9	0.8	-0.23	0.33	-0.97	-2	651
COC(=O)c1nn(C23CC4CC(CC(C4)C2)C3)c2c1C(=O)N(c1ccc(F)cc1)C2=O	-0.4	1283	i	18	1.9	1535	-1.5%	-10	-20	-6.0%	2.3	2.2	6.8	-0.81	0.17	-0.016	0.79	.	.
Oc1ccccc1C=NCC(O)c1ccccc1 (stereo not drawn)	.	.	i	2	0.38	1467	1.7%	-30	7	-3.2%	3.6	1.7	5.3	-0.3	-0.28	-0.5	0.32	2	677
COc1cccc(-c2nc(CS(=O)(=O)CC(=O)NC3CCCc4ccccc43)c(C)o2)c1 (stereo not drawn)	.	.	i	9	0.88	860	-0.3%	18	-8	-7.3%	1.2	3.5	13	-0.4	-0.23	-0.083	0.2	.	.
Oc1ccc(N2CCN(C(=S)NCc3ccccc3)CC2)cc1	-2.8	1063	i	23	-1.1	1377	2.2%	-2	0	-2.4%	6.7	1.1	12	0.22	-0.34	0.11	0.38	-2	575
Cn1ccnc1/C(=N\NC(=O)c1ccccc1)c1cccc([N+](=O)[O-])c1	-2.5	1067	i	1	-0.13	1348	-0.7%	-5	-14	-5.0%	4.0	3.2	0.6	-0.52	-0.35	-0.15	0.15	-14	709
Cc1ccc(Nc2nc(C(=O)NCc3ccco3)cs2)cc1	-4.0	925	i	6	-0.09	1142	2.2%	35	38	-6.1%	1.9	3.0	17	-1.1	-0.31	-0.61	1.1	.	.
Cc1ccc2oc(-c3ccc(NC(=O)c4ccncc4)cc3O)nc2c1	1.4	1051	i	8	0.12	1596	-1.0%	9	2	-4.5%	1.1	3.1	5.8	0.78	-0.12	0.19	-0.2	11	685
CN1Cc2ccccc2CC1CNCc1c(C(=O)N2CCCC2)nc2ccccn12 (stereo not drawn)	-3.0	843	i	26	-1.1	1391	0.0%	-9	-2	-10%	4.1	1.8	1.2	-0.24	-0.28	-0.31	0.47	3	746
N#CC1=C(N)N2C(=C(C#N)C1c1ccccc1)Sc1ccccc12 (stereo not drawn)	-7.8	1226	+	0.4*	.	.	-0.6%	13	14	-5.3%	1.5	2.1	8.1	-0.41	14	2.8	0.53	2	775
O=C(Nc1ccc2c(c1)oc1ccccc12)c1ccc2c(c1)OCO2	5.0	1123	i	-14	1.4	1130	3.1%	18	10	-4.0%	2.6	2.1	1.5	-1.1	-0.21	-0.69	0.71	-6	788
O=C(c1cnn2c(C(F)(F)F)cc(-c3ccccc3)nc12)N1CCCCC1c1cccnc1 (stereo not drawn)	0.8	1508	i	6	0.58	1540	0.3%	-6	14	3.0%	3.4	2.7	10	0.37	-0.27	0.49	0.03	-5	688
C/C(=N\NC(=O)CSc1nc(C)cc(C)n1)c1ccc2c(c1)OCCO2	0.0	1117	i	4	-0.46	1175	-1.4%	-3	-11	-3.3%	3.0	2.1	4.7	0.13	-0.2	0.15	0.87	1	708
OCC1(Cc2cccc(C(F)(F)F)c2)CCN(Cc2cc(F)cc(F)c2)CC1	1.1	998	i	-26	-0.19	1273	-3.3%	69*	65*	-4.9%	3.4	2.7	4.5	1.1	-0.032	0.96	-2.4	-2	710
c1ccc2c(c1)CCOC2CNCCCN1CCCCC1 (stereo not drawn)	-0.4	1172	i	-1	-0.36	1288	-0.2%	-18	-8	-4.8%	1.8	1.7	3.4	1	-0.17	0.52	0.79	-6	719
Cc1ccnc(N2CCC(C(=O)NC3CCCCCC3)CC2)n1	-0.9	887	i	6	0.37	894	2.2%	-14	-19	-4.3%	4.7	1.9	3.9	-0.63	-0.22	0.03	0.045	.	.
C=CCn1c(SCc2ccc3c(c2)OCO3)nc2scc(-c3ccco3)c2c1=O	-0.1	1323	i	5	-0.01	1587	-1.6%	-11	-23	1.2%	2.8	1.6	4.9	-0.6	1.1	0.22	-0.44	.	.

Two entries picked at random from the list so far, as already listed:
SMILES	b-catenin transl	b-catenin transl cell count 5 µM	Autophagy mod	Autophagy mod cell loss 18 h	Ins promoter up	Ins promoter up cell count	ER stress rescue	WT yeast gro inh	WT yeast gro inh mutant strain	XIAP antagonists	MT stabilizer	MT stabilizer Hoechst-high %	MT stabilizer cytotoxicity %	Dynein cargo inh	Dynein cargo inh cytoplasmic EGFP	Dynein cargo inh nuclear GR-EGFP	Dynein cargo inh cell count	Hep lipid drop	Hep lipid drop cells 6.5 µM
C/C(=N\NC(=O)CSc1nc(C)cc(C)n1)c1ccc2c(c1)OCCO2	0.0	1117	i	4	-0.46	1175	-1.4%	-3	-11	-3.3%	3.0	2.1	4.7	0.13	-0.2	0.15	0.87	1	708
c1ccc2c(c1)CCOC2CNCCCN1CCCCC1 (stereo not drawn)	-0.4	1172	i	-1	-0.36	1288	-0.2%	-18	-8	-4.8%	1.8	1.7	3.4	1	-0.17	0.52	0.79	-6	719
